Screening data as filed in PubChem.
TRHR PAM: qHTS for Small Molecule Agonists and Allosteric Enhancers of Human TRH Receptor: Primary Screen for Enhancers. enhancement, % at 2 µM. Thyrotropin-releasing hormone receptor (Homo sapiens), P34981. 360,000 tested, 0.66% active. AID 493056, 2011. TRHR cells, fluo-8 calcium fluorescence, EC20 TRH enhancement; in the data active = enhancement above about 30%; note: 0% is about no effect
Target sequence (P34981 whole entry, looked up): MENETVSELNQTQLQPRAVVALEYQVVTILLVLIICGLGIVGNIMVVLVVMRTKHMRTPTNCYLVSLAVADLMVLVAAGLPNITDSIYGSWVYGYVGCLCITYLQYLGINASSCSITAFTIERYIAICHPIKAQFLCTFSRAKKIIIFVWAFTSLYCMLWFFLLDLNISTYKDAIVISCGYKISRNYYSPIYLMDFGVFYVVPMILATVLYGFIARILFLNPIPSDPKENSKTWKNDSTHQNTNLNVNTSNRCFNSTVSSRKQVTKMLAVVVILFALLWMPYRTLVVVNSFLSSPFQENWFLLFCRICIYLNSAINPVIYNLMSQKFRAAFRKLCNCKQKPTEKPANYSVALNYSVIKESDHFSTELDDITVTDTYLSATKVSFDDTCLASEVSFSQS
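TRHR-expressing cells loaded with fluo-8 calcium dye were read kinetically (ex 480/em 530) during compound addition, then stimulated with an EC20 of TRH (10 nM final). Enhancement of the Gq-mediated intracellular calcium response was scored.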
RXFP1 antagonist: qHTS Assay for Antagonists of the Relaxin Receptor RXFP1; Relaxin receptor 1 (Homo sapiens), Q9HBX9; HEK293-RXFP1, relaxin-stimulated cAMP HTRF, 30 min; stronger effect = lower value; activity change, negative = inhibition, % at 57.5 µM; 350,000 tested, 0.59% active; AID 1259400, 2018;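 active = activity change of -60% or lower, but not beyond a set lower limit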; note: % is set by controls: 0 for no effect and ±100 for the full control effect
D1 ag: Allosteric Agonists of the Human D1 Dopamine Receptor: qHTS | HEK293 T-REx D1 cells, calcium flux, agonist mode | activation, % at 2 µM | 360,000 tested, 1% active; in the data active = activation above about 30%; note: 0% is about no effect
Target sequence (P21728 whole entry, looked up): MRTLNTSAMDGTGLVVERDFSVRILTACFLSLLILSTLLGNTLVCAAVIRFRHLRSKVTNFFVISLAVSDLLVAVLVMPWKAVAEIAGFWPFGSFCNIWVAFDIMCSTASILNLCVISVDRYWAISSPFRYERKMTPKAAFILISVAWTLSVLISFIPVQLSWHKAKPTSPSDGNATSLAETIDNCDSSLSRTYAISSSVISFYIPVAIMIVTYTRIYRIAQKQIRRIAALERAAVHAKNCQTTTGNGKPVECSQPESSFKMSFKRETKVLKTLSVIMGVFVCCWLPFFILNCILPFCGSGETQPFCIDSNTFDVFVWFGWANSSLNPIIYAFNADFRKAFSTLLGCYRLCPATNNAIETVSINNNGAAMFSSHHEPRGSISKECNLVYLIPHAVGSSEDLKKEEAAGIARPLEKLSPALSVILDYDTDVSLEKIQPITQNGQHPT
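Inducible HEK293 T-REx D1 cells, force-coupled to calcium signalling, were plated at 4000 cells/well with tetracycline and held overnight at 30 C. After no-wash calcium dye loading, compound-evoked calcium rise over 180 s flagged agonists.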
D1 antagonist: Antagonist of Human D 1 Dopamine Receptor: qHTS. D(1A) dopamine receptor (Homo sapiens), P21728. HEK293 TREx D1 cells, calcium flux, dopamine EC80; stronger effect = lower value. activity change, negative = inhibition, % at 10 µM. 360,000 tested, 3.2% active. AID 504652, 2011; in the data active = activity change below about -30%; note: % is set by controls: 0 for no effect and ±100 for the full control effect
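Antagonism measured as reduced calcium response to an EC80 dopamine addition following 180 s compound pre-read; cells were inducible HEK293 Trex D1 plated overnight at 30 C, read kinetically at 1 cycle/sec.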
D1 PAM: Potentiators of Human D1 Dopamine Receptor: qHTS. D(1A) dopamine receptor (Homo sapiens), P21728. HEK293 TREx D1 cells, calcium flux, dopamine EC20 potentiation. potentiation, % at 10 µM. 360,000 tested, 0.036% active; in the data active = potentiation above about 30%; note: 0% is about no effect
D2 ag: HTS Assay for Allosteric Agonists of the Human D2 Dopamine Receptor: Primary Screen for Agonists. D(2) dopamine receptor (Homo sapiens), P14416. HEK293 T-REx D2 cells, calcium flux agonist mode. activation, % at 2 µM. 340,000 tested, 0.53% active. AID 485358, 2010;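 active = activation over 3 SD above normal in the single-dose calcium agonist read, cut at about 30% in these data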; note: 0% is about no effect
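Agonism scored from kinetic calcium signal (1 read/sec, 180 s) following compound pin transfer, after a 10 s baseline. Cells: HEK293 Trex line expressing inducible D2 receptor coupled to calcium, dye-loaded after overnight culture at 30 C.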
RXFP1 agonist: qHTS Assay for Agonists of the Relaxin Receptor RXFP1; Relaxin receptor 1 (Homo sapiens), Q9HBX9; HEK293T-RXFP1 cAMP TR-FRET, 30 min; response scale: percent of porcine relaxin response, buffer zero; Potency, µM (doses to about 57.5 µM), without a hit: top-dose activation, usual class: activators; 370,000 tested, 0.3% active; active = well fitted activation curve with a large enough effect; note: potency is the fitted concentration of half-maximal effect; % is set by controls: 0 for no effect and ±100 for the full control effect; nearly all actives have a fitted effect of over 60% in size; many of its hits are not listed in these tables
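HEK293 cells stably expressing RXFP1, treated 30 min at 37C with compounds plus PDE4 inhibitor Ro 20174; cAMP measured by HTRF TR-FRET. Normalized to buffer and 29 nM porcine relaxin; EC50 by Hill fit.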
D2 antag: HTS Assay for Allosteric Antagonists of the Human D2 Dopamine Receptor: Primary Screen for Antagonists; D(2) dopamine receptor (Homo sapiens), P14416; HEK293 TREx D2 cells, calcium flux, dopamine EC80; inhibition, % at 10 µM; 340,000 tested, 2% active; AID 485344, 2010; in the data active = inhibition above about 30%; note: 0% is about no effect
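Inhibition of EC80 dopamine-driven calcium flux, recorded kinetically, defines activity here; cells are a tetracycline-induced HEK293 T-REx line expressing force-coupled D2.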
D2 PAM: HTS Assay for Positive Allosteric Modulators of the Human D2 Dopamine Receptor: Primary Screen for Potentiators; 340,000 tested, 0.34% active; AID 485347, 2010; HEK293 T-REx D2, calcium flux, EC20 dopamine potentiation; potentiation, % at 10 µM; D(2) dopamine receptor (Homo sapiens), P14416;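 active = potentiation over 3 SD above the plate norm, cut at about 30% in these data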; note: 0% is about no effect
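Tetracycline-induced Hek293 Trex D2 cells, force-coupled to calcium, loaded with no-wash calcium dye. Compound added with 180 s kinetic read for agonism, then EC20 dopamine and a further 180 s read for potentiation.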
Starred values were filed as active, the others as inactive; . = no result given. This is a subset; rates above refer to the full screens.

mol	TRHR PAM	RXFP1 antagonist	D1 ag	D1 antagonist	D1 PAM	D2 ag	RXFP1 agonist	D2 antag	D2 PAM
CCOC(=O)N1CCN(S(=O)(=O)c2ccc(-n3cnnn3)cc2)CC1	0	6	1	5	-3	-1.2	-2.3%	22	1
CSc1nnc2ccc(-c3ccccn3)nn12	3	12	4	-12	-1	0.1	12%	-9	3
CC(C)CNC(=O)c1cccc(NC(=O)c2ccc3c(c2)C(=O)N(C)C3=O)c1	-4	6	7	0	1	0.3	0.6%	-3	5
Cc1nc(NC(=O)CCCC(=O)Nc2nc(C)c(C)s2)sc1C	0	1	2	0	0	-0.5	-1.4%	-6	8
COc1cccc(CC(=S)N2CCOCC2)c1	5	.	7	-4	-1	1.2	-0.7%	-9	-2
Nn1c(COc2ccc(Cl)cc2)nc2ccccc2c1=O	22	1	0	7	-5	-0.1	2.8%	2	-2
Cn1c(CSc2nnc(SCc3ccccc3)s2)nc2ccccc21	1	1	8	-10	-2	1.4	3.8%	-13	6
CC(C)(C)NC(=O)C(=O)NC(=O)c1c(F)cccc1Cl	4	-12	2	-7	-1	0.5	0.5%	-1	-2
CCC(=O)N1c2ccccc2NC2=C(C(=O)CCC2)C1c1ccccc1 (stereo not drawn)	-2	-2	1	14	-1	-0.5	1.0%	10	7
O=C(N[C@@H](Cc1ccccc1)C(=O)O)c1cccs1	-4	-6	0	-20	-3	0.1	1.4%	25	-6
CC(=O)N1CCC(CCCC2CCN(C(C)=O)CC2)CC1	-4	.	1	-16	-10	0.9	0.0%	-4	-4
COc1ccc(NC(=O)C(CCSC)NC(N)=O)cc1NS(=O)(=O)c1ccc(F)cc1 (stereo not drawn)	-1	-10	0	-4	0	.	0.4%	.	.
Cc1nc2ccccc2c(=O)n1/N=C1\C(=O)N(C)c2ccccc21	-6	.	1	-11	2	.	-0.2%	.	13
CSc1ncccc1C(=O)Nc1ccc2nc(C)sc2c1	19	-2	1	-8	-3	-0.4	3.8%	-2	-6
O=[N+]([O-])c1ccc(Cl)c(S(=O)(=O)n2ccnc2)c1	-1	18	1	-2	0	1.0	0.2%	4	4

Remaining list, next part.
mol	TRHR PAM	RXFP1 antagonist	D1 ag	D1 antagonist	D1 PAM	D2 ag	RXFP1 agonist	D2 antag	D2 PAM
CC1=C(C(=O)OCc2ccccc2)C(c2ccc(C)o2)C2=C(CCCC2=O)N1 (stereo not drawn)	4	1	1	-21	-5	-0.4	-0.6%	2	8
Cc1ccc(NC(=O)Cc2nnc(SCC(=O)Nc3ccc(N4CCOCC4)cc3)n2C)cc1	-5	2	5	-8	-4	0.0	3.6%	-2	4
COc1ccc(S(=O)(=O)NN(C)C(=O)c2nn(-c3ccccc3)ccc2=O)cc1	0	-12	1	0	3	0.5	2.7%	-1	-2
COC(=O)c1cc2oc3ccccc3c2n1Cc1ccccn1	8	-4	4	-1	-1	-1.0	1.5%	-1	-27
Cc1cccc(-n2c(O)c(C=NCc3ccccn3)c3ccccc3c2=O)c1	24	-3	2	-20	-4	-0.1	0.3%	-5	-2
CCN(CC(=O)Nc1ccccc1OC)C(=O)CC1CC2CCC1C2 (stereo not drawn)	1	-4	2	-14	.	-1.5	0.4%	-37	5
COC(=O)C1CC(=O)N(CCc2c[nH]c3ccccc23)C1 (stereo not drawn)	0	-9	1	-2	0	-1.2	0.6%	2	15
Cc1cnc(C(=O)NCC(c2ccccc2)c2ccccc2)cn1	-6	-4	1	-15	-5	-0.1	-5.0%	2	-2
C/C(=C\c1ccccc1F)C(=O)c1c(C)cc(C)[nH]c1=O	9	-3	2	12	-6	0.3	1.4%	-1	-8
Cc1ccc(NC(=O)C(Cc2ccccc2)NS(=O)(=O)c2ccc3c(c2)c(=O)n(C)c(=O)n3C)cc1 (stereo not drawn)	15	.	3	-7	-4	.	-2.7%	.	6
Cc1ccc(-c2csc3nc[nH]c(=O)c23)c(C)c1	-5	-23	3	-1	-3	-0.7	-0.7%	1	2
COc1ccc(OCCCn2c(=O)oc3ccc(C)cc32)cc1	3	-11	73*	-32*	2	-0.8	-3.0%	.	-1
Cc1nnsc1Sc1ccccc1C(=O)O	-1	9	2	6	6	0.8	0.2%	-6	3
CC(=O)Nc1cccc(-c2nnc(-c3ccccc3)o2)c1	1	-12	2	3	-3	-0.4	-1.7%	-22	.
CCOC(=O)C1CCCN(C(=O)C2CCN(S(=O)(=O)c3ccc4ccccc4c3)CC2)C1 (stereo not drawn)	-1	-14	11	-14	-15	0.5	0.1%	-4	-2

Carrying on.
mol	TRHR PAM	RXFP1 antagonist	D1 ag	D1 antagonist	D1 PAM	D2 ag	RXFP1 agonist	D2 antag	D2 PAM
N=c1c(S(=O)(=O)c2ccc(Cl)cc2)cc2c(=O)n3ccccc3nc2n1Cc1ccco1	-1	-13	4	-14	3	-3.0	15%	-20	4
Cc1nnc(NC(=O)CSC2=NN3CCCC(=O)N=C3S2)s1	2	6	0	0	4	2.0	5.7%	-9	-1
Cc1cccc(NC(=O)CSc2nc3ccccc3nc2N2CCCCC2)c1C	2	-15	-1	-3	-2	-0.5	0.1%	.	9
O=C(c1ccc(-c2ccccc2)cc1)N1CCN(c2ccccc2F)CC1	-4	-4	1	-5	4	1.7	-4.7%	-17	-7
COCCCNC(=S)N/N=C/c1ccc(OC)c(Br)c1	0	-5	1	-7	4	-0.4	-3.1%	-31	-5
CCOC(=O)c1cc(NC(=O)N(C(C)C)C2CCCCC2)c(C)nc1C	-8	2	1	-11	-5	1.0	-0.2%	-27	6
O=C(O)c1ccc2c(c1)C(=O)N([C@H](Cc1ccc(-c3ccccc3)cc1)C(=O)O)C2=O	-3	.	5	-35*	9	.	1.5%	.	.
O=C(C1=C(O)C(=O)N(CCCN2CCOCC2)C1c1ccc(Cl)cc1)c1cc2ccccc2o1 (stereo not drawn)	7	11	2	15	1	-0.2	-0.3%	-5	26
Cc1ccc(NC(=O)CCNS(=O)(=O)c2ccc3[nH]c(=O)oc3c2)cc1N(C)C	4	-11	3	14	1	-0.2	4.1%	-1	0
CCOC(=O)c1c(C)nc(-c2ccccc2)nc1NC(C)=O	13	-8	0	-1	-5	0.6	1.4%	-15	1
Cc1ccccc1/C=C/c1cc[n+](C)cc1	-1	0	3	9	3	-0.2	0.6%	-7	17
CCC(=O)NCCc1c[nH]c2ccccc12	6	-8	2	2	-4	-1.0	1.4%	15	12
CC(=O)c1c(C)oc2ccc(O)c(CN3CCOCC3)c12	3	4	3	-8	-5	-0.5	1.3%	-7	1
CCc1nc2ccccc2n1CC(=O)OCC(=O)N(CC(C)C)c1c(N)n(Cc2ccccc2)c(=O)[nH]c1=O	3	-4	2	-1	-3	0.7	1.4%	3	14
Cc1nnc2n(-c3ccccc3)c(=O)c3c4c(sc3n12)COC(C(C)C)C4 (stereo not drawn)	5	-11	1	2	-2	0.5	2.7%	-42	11

The results go on:
mol	TRHR PAM	RXFP1 antagonist	D1 ag	D1 antagonist	D1 PAM	D2 ag	RXFP1 agonist	D2 antag	D2 PAM
Cc1ccccc1S(=O)(=O)Nc1nc2ccccc2nc1N1CCOCC1	5	-14	0	18	1	0.2	0.9%	19	17
CCc1ccc(CN(C)C(=O)c2cc(S(=O)(=O)N3CCOCC3)ccc2N2CCCC2)cc1	-6	-5	1	-9	-12	0.7	1.5%	-10	1
O=C(COC(=O)c1ccncc1)Nc1ccccc1	4	-5	3	23	-3	0.0	0.3%	-3	-6
O=C(O)c1nn2c(c1Br)NC(c1ccccc1)CC2C(F)(F)F (stereo not drawn)	5	-8	1	-17	-3	-0.1	-2.4%	0	5
CCN(CC)S(=O)(=O)c1ccc(N2Cc3ccccc3C2=N)cc1	-3	1	6	-3	-4	0.4	4.5%	-1	3
CCCCN1C(C(=O)c2ccccc2)=C(OC(=O)CC)c2ccccc2S1(=O)=O	-1	-22	4	5	2	-0.7	-5.4%	.	18
CC(=O)c1c(C)[nH]c(C(=O)OCC(=O)NCCc2ccc(F)cc2)c1C	-6	-12	6	-2	-10	-0.3	0.0%	10	-2
O=[N+]([O-])c1cc(N=Nc2ccc3ccccc3c2)ccc1O	-11	-5	2	1	-13	0.7	-0.1%	-5	-8
C=CCOC(=O)C(C#N)c1nc2ccccc2nc1N1CCC(C(=O)OCC)CC1 (stereo not drawn)	-5	-10	17	6	-1	1.8	-0.8%	-25	8
NNC(=S)Nc1cccc(Cl)c1	1	1	0	-3	-13	0.1	0.0%	-5	-6
Cc1cc(Cl)ccc1OCC(=O)OCC(=O)Nc1ccc(F)c([N+](=O)[O-])c1	-5	-11	9	-23	-9	.	0.0%	.	.
CCn1cc([N+](=O)[O-])c(C(=O)Nc2ccc(Br)cn2)n1	-11	6	0	-15	-4	-0.7	2.6%	-1	0
CCCS(=O)(=O)N1CCCC(C(=O)N2CCOCC2)C1 (stereo not drawn)	-4	-6	4	-13	-4	0.4	-0.1%	7	-2
COC(=O)c1c(NC(=O)Cc2ccccc2)sc2c1CCN(C(C)C)C2	2	-5	11	6	-10	0.8	5.1%	-25	-17
FC(F)(F)c1ccc(NC2=NCCC2)cc1	17	-4	1	-3	-4	0.1	-0.7%	-1	.
CC(C)Cn1cc(NC(=O)N2CCN(c3cccc(C(F)(F)F)c3)CC2)c2ccccc2c1=O	-2	.	0	7	11	-0.1	0.6%	.	-16
CCCCNC(=O)CCn1c(=O)c2cccn2c2cccnc21	-4	12	0	6	-3	0.7	9.2%	.	4

4 consecutive compounds out of the list so far, quoted:
mol	TRHR PAM	RXFP1 antagonist	D1 ag	D1 antagonist	D1 PAM	D2 ag	RXFP1 agonist	D2 antag	D2 PAM
COC(=O)c1c(NC(=O)Cc2ccccc2)sc2c1CCN(C(C)C)C2	2	-5	11	6	-10	0.8	5.1%	-25	-17
FC(F)(F)c1ccc(NC2=NCCC2)cc1	17	-4	1	-3	-4	0.1	-0.7%	-1	.
CC(C)Cn1cc(NC(=O)N2CCN(c3cccc(C(F)(F)F)c3)CC2)c2ccccc2c1=O	-2	.	0	7	11	-0.1	0.6%	.	-16
CCCCNC(=O)CCn1c(=O)c2cccn2c2cccnc21	-4	12	0	6	-3	0.7	9.2%	.	4
